High-throughput results as filed in PubChem.
Nrf2 ARE act: qHTS of Nrf2 Activators. 0.31% of 410,000 active. AREc32 ARE-luciferase reporter (MCF7-derived line), luminescence, 24 h. AID 624171, 2012. Potency, µM (highest dose often 46.1 µM), for inactives: at the top dose activation, hits mostly activators; note: potency is the fitted concentration of half-maximal effect; % of control where 0% means no effect; nearly all actives have a fitted effect of over 65% in size
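Luciferase luminescence (Steady-Glo, 30 min at room temperature) served as the read-out of ARE activation in AREc32 cells treated with compounds for 24 hr at 37 deg C.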
A549 tox: Nrf2 qHTS screen for inhibitors: counterscreen for cytotoxicity | A549 ARE-Fluc cells, CellTiter-Fluor viability, 18-24 h | Potency, µM (series often up to 46 µM), without a hit: top-dose activity change, negative = cytotoxicity, hits mostly inhibitors | 0.16% of 390,000 active | AID 504648, 2011; note: potency is the fitted concentration of half-maximal effect; % is set by controls: 0 for no effect and ±100 for the full control effect
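Cytotoxicity counterscreen: CellTiter-Fluor fluorescence was measured in A549 ARE_Fluc cells after 18-24 h of compound exposure in a concentration series. The subsequent BugLite luminescent read reports ARE-luciferase activity.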
Akt phos inh: HTS Assay for Inhibitors of Akt Phophorylation: Primary Screen | Neuro2A IGF-stimulated pAkt S473 HTRF, 20 min; hits give low values | AID 651550, 2012 | activity change, % for hits at 50 µM | 0.32% of 360,000 active; in the data active = activity change below about -80%; inconclusive = mostly about -51% to -80%; note: % is set by controls: 0 for no effect and ±100 for the full control effect
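Single-point screen (50 µM final compound) in Neuro2A cells stimulated 20 min with 6 nM IGF at 37 deg C. After lysis, Ser473-phosphorylated Akt read by HTRF (ex 330 nm, em 615/665 nm) as the 665/615 ratio.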
HepG2 tox: qHTS for Inhibitors of TGF-b: Cytotox Counterscreen. Potency, µM (highest dose often 46.1 µM), for inactives: at the highest dose activity change, negative = cytotoxicity, usual class: cytotoxic. 0.76% of 410,000 active. HepG2 CAGA-GFP viability, ATP luminescence, 18 h. AID 588856, 2011; note: potency is the fitted concentration of half-maximal effect; some results filed as inactive show a strong effect at the top dose
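HepG2 CAGA-GFP cells (1000/well, DMEM with 1% FBS) received compound, then TGF-beta at 500 pg/mL final, and were incubated 18 hours at 37 degrees C. Viability was read by CellTiter-Glo luminescence. Media-only wells were set as complete cell-killing and DMSO as no toxicity.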
S2 tox: Viability Counterscreen for Primary qHTS for Inhibitors of ATXN expression; S2 cells (HEK-293 line with an ATXN2-luciferase reporter) viability, CellTiter-Fluor protease fluorescence, 24 h; Potency, µM (doses to about 56.7 µM), most hits filed as cytotoxic; 0.49% of 400,000 active; note: potency is the fitted concentration of half-maximal effect; nearly all actives have a fitted effect of over 40% in size
MmCpn inh: Inhibitors of TCP-1 ring complex (TRiC) of Methanococcus maripaludis (MmCpn): qHTS; Chaperonin Mm-Cpn (Methanococcus maripaludis); purified Mm-Cpn ATPase, ADP Transcreener TR-FRET; Potency, µM (top dose mostly 76.9 µM), for inactives: at the highest dose activity, negative = inhibition, usual class: inhibitors; 0.031% of 330,000 active; note: potency is the fitted concentration of half-maximal effect; % is set by controls: 0 for no effect and ±100 for the full control effect; nearly all actives have a fitted effect of over 80% in size
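Reaction buffer contained 30 mM Tris pH 7.4, 100 mM KCl, 5 mM MgCl2 and 1 mM DTT. Mm-CPN (25 nM final) hydrolysed 10 uM ATP over 30 min at 37°C; ADP was read by HTRF.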
CCT chaperon mod: High-Throughput Screening for Modulators of Cytosolic Chaperonin Activity; activity change, % (test concentration not listed), hits read low; 0.3% of 360,000 active; purified chaperonin ATPase assay, HTRF ADP detection, 30 min; AID 651819, 2012; in the data active = activity change below about -30%; note: % is set by controls: 0 for no effect and ±100 for the full control effect
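TRiC (40 or 20 nM final, by batch activity) in 30 mM Tris pH 7.4, 100 mM KCl, 5 mM MgCl2, 1 mM DTT was treated with compound at 76 uM single dose, then 10 uM ATP, 30 min at 37 °C. ADP was read by HTRF Transcreener.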
TGFb inhibitor: qHTS for Inhibitors of TGF-b; Potency, µM (top dose mostly 46.1 µM), without a hit: at the top dose activity, negative = inhibition, hits mostly inhibitors; 1.2% of 410,000 active; HepG2 CAGA-GFP TGF-b/SMAD3 reporter, GFP fluorescence, 18 h; TGF-beta stimulated, 500 pg/mL final; note: potency is the fitted concentration of half-maximal effect; % is set by controls: 0 for no effect and ±100 for the full control effect; nearly all actives have a fitted effect of over 65% in size
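Cell-based qHTS in HEPG2 carrying a CAGA-GFP Smad reporter; compounds added before 500 pg/mL final TGF-beta, 18 h incubation at 37 degrees C, GFP fluorescence quantified per cell by imaging cytometry.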
Nrf2 inh: Nrf2 qHTS screen for inhibitors. 2.1% of 360,000 active. AID 504444, 2011. A549 ARE-Fluc reporter, luciferase luminescence, 18-24 h. Potency, µM (series often up to 46 µM), inactives show top-dose activity change, negative = inhibition, usual class: inhibitors; note: potency is the fitted concentration of half-maximal effect; % is set by controls: 0 for no effect and ±100 for the full control effect; nearly all actives have a fitted effect of over 60% in size
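In this cell-based qHTS, ARE-driven firefly luciferase in A549 cells reports Nrf2 activity; the luminescent signal after BugLite lysis is the measured value, with a prior CellTiter-Fluor read for cell health.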
Starred values were filed as active, the others as inactive; i = inactive; ? = inconclusive; nt = not tested or not shown; [ ] = dose if it differs, or a comment. Unless noted, calls come from the whole dose curve; as a rule, active = well fitted curve in the direction sought with a large enough effect; inconclusive = small, poorly fitted or top-dose-only effect, or another doubt; inactive = no such curve, though single readings can be large; an effect the other way counts as inactive or inconclusive.

SMILES	Nrf2 ARE act	A549 tox	Akt phos inh	HepG2 tox	S2 tox	MmCpn inh	CCT chaperon mod	TGFb inhibitor	Nrf2 inh
COc1ccc(-n2ncc3c2CC(C)(C)CC3NC(=O)CCc2c(C)nn(C)c2C)cc1 (stereo unspecified)	-0.8%	-1%	i	1%	i	0%	-0.8	1%	11%
C#CCOCCOCCOCCNc1nc(N2CCN(C(=O)[C@H]([C@@H](C)CC)n3cc([C@@H](N)Cc4ccc(O)cc4)nn3)CC2)nc(N2CCN(C(=O)[C@H](CCCCN)n3cc([C@@H](N)C(C)CC)nn3)CC2)n1 (stereo partly specified)	-0.8%	-19%	i	4%	?	nt	1.4	1%	5%
CC(C)Oc1ccc(C(CC(=O)NCCCN(C)C)c2ccc(F)cc2)cc1 (stereo unspecified)	0.0%	0%	i	-26%	i	0%	-1.4	-11%	7%
CC(=O)c1ccc(N2C(=O)[C@@H]3[C@H](C2=O)[C@H]2c4ccccc4C=NN2[C@@H]3C(C)=O)cc1	0.2%	4%	i	-2%	nt	1%	-0.3	-7%	3%
CCOC(=O)CCSCC(=O)N1N=C(c2cccs2)CC1c1ccc(C)cc1 (stereo unspecified)	0.2%	1%	i	13%	i	-4%	-1.1	4%	0%
O=C(NCc1ccccc1)C1CCN(S(=O)(=O)Cc2ccccc2)CC1	0.1%	14%	nt	-14%	i	nt	nt	2%	-5%
COc1cc2[nH]c3c(N4CCN(c5ccccn5)CC4)ncnc3c2cc1OC	3.8%	-7%	i	-35%	?	0%	-0.4	0%	?
CS(=O)(=O)N(CC(=O)Nc1cccc(F)c1)c1cccc([N+](=O)[O-])c1	0.4%	-2%	i	5%	i	2%	-0.2	0%	-23%
c1ccc(Cn2ccc(-c3cnc(-c4ccccc4)s3)n2)cc1	3.0%	-2%	i	-19%	i	-10%	3.4	?	nt
Cc1cc2n(n1)CCC(=O)N2Cc1ccc(C(=O)Nc2ccc(Br)c(C)c2)cc1	14%	13%	nt	-36%	i	nt	nt	?	?
CCOc1cccc2c1OC1(C)CC2NC(=O)N1Cc1ccccc1 (stereo unspecified)	-0.2%	1%	i	2%	i	0%	-4.5	2%	14%
COc1ccc(C(=O)OCC(=O)NC(=O)NC2CCCC2)cc1[N+](=O)[O-]	-0.2%	0%	i	-1%	i	-1%	-1.2	3%	-18%
O=C(CNc1ccccc1C(=O)O)c1ccccc1	0.6%	0%	i	8%	i	0%	-0.2	-6%	7%
CCc1ccc(OCC(=O)NC(NC(=S)Nc2ccc(C)cc2C)C(Cl)(Cl)Cl)cc1 (stereo unspecified)	-0.3%	?	i	11µM*	?	0%	2.3	11µM*	nt
COc1ccccc1CNC(=O)CN(CCc1ccccc1)S(C)(=O)=O	-0.1%	12%	i	2%	i	2%	1.4	-19%	14%
CCOc1ccc(-n2nc(CO)c(C(=O)NCc3ccccn3)n2)cc1	5.8%	0%	nt	-3%	nt	nt	nt	?	23%
CC(C)N(C(=O)COc1ccc(Br)cc1Cl)C(C)C	0.0%	3%	i	0%	i	0%	2.8	?	6%
Cc1cc(=O)n2nc(N3CCC(C(=O)NCC(C)c4ccccc4)CC3)sc2n1 (stereo unspecified)	-0.3%	1%	i	-4%	i	2%	-2.9	1%	10%
CCOC(=O)C1CCN(C(=O)c2sc3ncnc(N4CCC(C)CC4)c3c2C)CC1	0.1%	9%	i	-23%	i	?	-2.6	0%	?
Cn1cnc2ccc([N+](=O)[O-])cc2c1=O	1.1%	0%	i	-16%	i	-1%	0.8	-12%	7%
C/C(=N/NS(=O)(=O)c1ccc(CC(C)C)cc1)c1ccncc1	4.2%	1%	i	-21%	i	1%	1.4	-12%	?
COc1ccc(CC(=O)NNC(=O)c2ccoc2C)cc1OC	0.1%	5%	i	-6%	i	0%	-1.2	14%	1%
Cc1cccc(N(CC(=O)NC(C)(C)C)C(=O)CCC(=O)Nc2nccs2)c1	0.0%	9%	i	0%	i	0%	-1.5	0%	6%
CCN1C(=O)N(C)C2(c3ccccc3)N(C)C(=O)N(C)C12c1ccccc1 (stereo unspecified)	-0.5%	10%	i	-8%	i	-2%	-3.9	-2%	?
COC(=O)c1c(-c2ccc(OC)c(OC)c2)csc1N	2.0%	3%	i	11%	i	-5%	2.2	-5%	4%
Cc1c(C)n(CCC#N)c2ccc(Cl)cc12	0.7%	1%	i	31%	?	1%	1.8	25%	-2%
CCOc1cc(C(=O)OCC(=O)Nc2ccc(F)cc2Cl)ccc1OCC(=O)N1CCOCC1	-0.8%	2%	i	0%	i	0%	-1.0	4%	?
CC(C)C(c1nnnn1C1CCCCC1)N1CCCc2ccccc21 (stereo unspecified)	-0.7%	-2%	i	-40%	i	-3%	-1.9	-6%	-10%
Cc1ccc(OCCCC(=O)Nc2ccc(Br)cc2)cc1	-0.1%	-4%	i	-21%	i	1%	-3.0	3%	-12%
Cc1ccc(CCNC(=O)CN2CCN(Cc3ccccc3F)C2=O)cc1	0.2%	-6%	i	6%	?	1%	-2.1	17%	5%

The list goes on:
SMILES	Nrf2 ARE act	A549 tox	Akt phos inh	HepG2 tox	S2 tox	MmCpn inh	CCT chaperon mod	TGFb inhibitor	Nrf2 inh
CN(C)c1ccc(C(C(=O)NCC2CCCO2)N(C(=O)c2snc(C(N)=O)c2N)c2ccccc2)cc1 (stereo unspecified)	-0.5%	-4%	i	2%	?	-1%	-0.9	9%	-13%
CN1CCn2cnc(C(=O)NCc3ccc(CNC(=O)OC(C)(C)C)cc3)c2C1=O	0.3%	nt	i	0%	i	nt	1.6	9%	nt
CC(=O)c1ccccc1NC(=O)CCNC(=O)c1ccco1	-0.3%	-8%	i	10%	i	1%	-1.6	5%	9%
CC(=O)N1CCN(Cc2nc(C(c3ccccc3)c3ccccc3)no2)CC1	0.1%[9.22 µM]	-1%	i	0%	i	-2%	-0.2	11%	5%
S=c1[nH]c2ccccc2o1	2.7%	-14%	i	-8%	i	1%	1.8	-6%	-10%
COCCNC(=O)CSc1nc(-c2ccccc2)[nH]c1-c1ccc(C)cc1	2.0%	5%	nt	-1%	nt	nt	nt	-8%	-6%
COc1cccc2c(C)cc3nnc(SCC(=O)Nc4ccc(C)cc4)n3c12	0.4%	-6%	nt	1%	nt	nt	nt	11%	?
CCOC(=O)N1CCC(NC(=S)Nc2ccc3nc(N4CCN(CC)CC4)cc(C)c3c2)CC1	9.4%	2%	i	-23%	i	2%	-1.6	-22%	11%
CN(CC(=O)Nc1cccc2ccccc12)C(=O)c1ccc(F)cc1F	0.4%	3%	i	-2%	i	-5%	-3.6	1%	9%
COc1ccc(-n2c(=O)c3ccccc3n(Cc3ccccc3Cl)c2=O)cc1	-0.1%	9%	nt	1%	i	nt	nt	-15%	3%
O=C(CN1CCc2cc3c(cc2C1)OCCCO3)Nc1ccc(F)cc1	0.5%	0%	i	-13%	i	-2%	-2.6	?	?
Cn1ccnc1Sc1nnnn1-c1ccccc1	2.7%	-2%	i	-2%	i	-4%	-2.0	0%	10%
CCCn1c(SCC(=O)NNC(=O)c2ccc(C)cc2)nnc1C(C)C	-0.1%	-4%	i	-29%	i	2%	-5.5	-15%	6%
Oc1ccccc1-c1nnco1	0.5%	-3%	i	23%	i	nt	-1.9	3%	-2%
CC(=O)Nc1ccc2c(c1)C(=O)N(c1cccc3ccccc13)C2=O	-0.8%	-2%	i	-49%	i	2%	-17	16%	2%
COCCNC(=O)C(=O)Nc1ccc2nc3n(c(=O)c2c1)CCCCC3	3.5%	-2%	nt	-7%	i	nt	nt	-3%	?
O=C(CCC1CCCC1)NNC(=O)c1ccccc1O	2.3%	-4%	i	-41%	?	1%	0.8	-11%	6%
COc1cc([N+](=O)[O-])ccc1NC(=O)CSc1nncn1-c1cccnc1	0.4%	3%	i	1%	i	-2%	2.1	7%	-9%
CCN(CC)C(=O)C1CCCN(c2ccc([N+](=O)[O-])cc2/C=N/NC(=O)c2cccc(O)c2)C1 (stereo unspecified)	-0.2%	-14%	i	-1%	?	1%	-2.2	1%	-4%
CCOc1ccc(CN(C)C(=O)CNC(=O)c2ccc(Br)o2)cc1OC	0.0%	5%	i	-18%	i	1%	-1.5	-2%	24%
O=C(NCc1ccccc1)C12CC3CC(CC(Cl)(C3)C1)C2	0.4%	2%	i	5%	i	0%	-0.4	1%	-3%
C[C@@H](c1ccccc1)N1C[C@@H](COCc2ccccc2)Oc2cc(N3CCC[C@H]3CO)ccc2S1(=O)=O	0.8%	nt	i	nt	?	nt	0.3	nt	nt
COc1ccc(-n2c(SC3CCOC3=O)nc3ccccc3c2=O)cc1Cl (stereo unspecified)	0.2%	-8%	i	-3%	i	-1%	-0.1	0%	13%
Cc1nc2ccc(C(=O)NCc3ccc4c(c3)OCO4)cc2s1	-0.8%	0%	i	-2%	i	0%	1.0	2%	6%
CC(=O)Nc1ccc2c(c1)nc1n2CCOC1	-0.8%	0%[1.84 µM]	i	3%	i	3%	-2.8	9%	-13%

Two of these compounds, reformatted.
> COc1ccc(-n2c(=O)c3ccccc3n(Cc3ccccc3Cl)c2=O)cc1
- Nrf2 ARE act: -0.1%
- A549 tox: 9%
- Akt phos inh: nt
- HepG2 tox: 1%
- S2 tox: i
- MmCpn inh: nt
- CCT chaperon mod: nt
- TGFb inhibitor: -15%
- Nrf2 inh: 3%

> O=C(CN1CCc2cc3c(cc2C1)OCCCO3)Nc1ccc(F)cc1
- Nrf2 ARE act: 0.5%
- A549 tox: 0%
- Akt phos inh: i
- HepG2 tox: -13%
- S2 tox: i
- MmCpn inh: -2%
- CCT chaperon mod: -2.6
- TGFb inhibitor: ?
- Nrf2 inh: ?
